USP2a inh – USP2a (human) protease inhibition | O75604 | USP2 core, Ub-CHOP2 coupled fluorogenic reporter, 485/531 | Potency, µM (titrated, usually from 38.3 µM), inactives show at the highest dose activity change, negative = inhibition, usual class: inhibitors | 330,000 compounds, 0.01% hits;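 note: potency is the fitted concentration of half-maximal effect; plate controls were DMSO wells for no effect and full inhibition by NEM control for full effect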
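Deubiquitinase activity read as fluorescence (485/531 nm) after Ub-CHOP2 cleavage activates the enterokinase reporter on its substrate; USP2 core 10nM, Ub-CHOP2 and substrate 25nM each, 30min compound preincubation then 60min RT; data normalized to NEM, curves fitted.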
MLL CXXC-DNA inh – inhibitors of human MLL CXXC domain-DNA interaction; MLL-CXXC / FITC-HOXA9 DNA fluorescence polarization; Potency, µM (doses to about 115 µM), inactives show top-dose activity change, negative = inhibition, usual class: inhibitors; AID 2662; 290,000 compounds, 0.037% hits; active = well fitted inhibition curve with a large enough effect in the polarisation, with a control signal flat, not every such curve was filed as active; inconclusive = small, poorly fitted or top-dose-only effect, or effect the other way, or a change in a side signal; inactive = no such curve, though single readings can be large or run the other way; the % refers to the polarisation; note: potency is the fitted concentration of half-maximal effect
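Fluorescence polarization: 7 uM MLL-CXXC (stock) preincubated 5 min with compounds, then 50 nM fluorescein-HOX-A9 DNA (stock) added; 30 min ambient. Buffer 50 mM Tris-HCl pH 7.5, 50 mM NaCl, 1 mM DTT, 0.05% BSA.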
FBPA coupling cs – counter-screen for Giardia aldolase inhibitors: coupling enzyme system; coupling enzyme system counterscreen, AmpLite Red fluorescence; activity change, negative = inhibition, % at 58.2 µM, hits read low; 290,000 compounds, 0.67% hits; in the data active = activity change below about -30%; note: % is set by controls: 0 for no effect and ±100 for the full control effect
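Counterscreen of the coupled detection system alone, without aldolase: glyceraldehyde-3-phosphate coupling enzymes plus AmpLite Red readout. Compounds at 57.5 uM final, 10 min RT preincubation, 20 min RT reaction, fluorescence 525/598 nm.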
B2AR arrestin – beta2AR (human) beta-arrestin recruitment activity; P07550; beta-arrestin recruitment to beta2AR, cell-based reporter; Potency, µM (top dose mostly 46.1 µM), without a hit: at the top dose activation, hits mostly activators; 330,000 compounds, 0.02% hits; AID 492947;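 note: potency is the fitted concentration of half-maximal effect; 0% = DMSO controls and full agonism = EC100 isoproterenol or metaproterenol; nearly all actives have a fitted effect of over 65% in size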
Target sequence (P07550 whole entry, looked up): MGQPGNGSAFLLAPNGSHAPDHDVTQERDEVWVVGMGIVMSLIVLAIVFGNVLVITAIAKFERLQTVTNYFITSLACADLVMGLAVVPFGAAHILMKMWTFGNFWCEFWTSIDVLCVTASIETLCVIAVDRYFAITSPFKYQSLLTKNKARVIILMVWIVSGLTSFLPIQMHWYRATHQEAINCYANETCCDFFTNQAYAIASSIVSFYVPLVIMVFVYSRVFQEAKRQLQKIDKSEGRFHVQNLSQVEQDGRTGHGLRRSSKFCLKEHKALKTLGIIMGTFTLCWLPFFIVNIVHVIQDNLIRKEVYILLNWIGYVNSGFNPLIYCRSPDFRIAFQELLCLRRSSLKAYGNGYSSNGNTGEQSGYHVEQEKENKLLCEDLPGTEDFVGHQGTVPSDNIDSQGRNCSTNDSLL
KCNH2 3.1 inh – inhibitors of human KCNH2 3.1 potassium channel isoform; AID 720553; U2OS KCNH2 3.1, thallium flux FluxOr; active compounds read low; activity change, % (tested at about 1.8 µM); 340,000 compounds, 0.95% hits;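 active = maximum activity change below -70%; inconclusive = maximum activity change from -70% to -50%; inactive = maximum activity change above -50%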;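 note: thallium influx rate constant from kinetic fluorescence after stimulation buffer; % is set by controls: 0 for no effect and ±100 for the full control effect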
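Thallium flux read-out: FluxOr dye with Red40 quencher in HBSS/HEPES, 45 min at RT. Rate constants from kinetic reads were normalized to positive and negative DMSO controls. Cells: U2OS virally expressing the 3.1 isoform.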
Giardia kill – kills Giardia lamblia; Giardia lamblia trophozoite viability; activity change, % at 7.66 µM, hits read low; 340,000 compounds, 0.15% hits; AID 540267; in the data active = activity change below about -80%; inconclusive = between about -30% and that limit;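 note: parasites exposed to compound for two days anaerobically before the ATP read; % is set by controls: 0 for no effect and ±100 for the full control effect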
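Anaerobic 48 hrs incubation at 37 deg C of 100 trophozoites/well with test compounds; ATPLite 1-Step luminescence, 15-30 min RT, reports cellular ATP as viability.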
PKM2 activator – increases activity of human pyruvate kinase M2; P14618; purified PKM2, Kinase-Glo ATP luminescence, activation; response scale: 0% is enzyme alone, no compound; Potency, µM (doses to about 57.5 µM), for the others: at the highest dose activation, actives largely listed as activators; 260,000 compounds, 0.34% hits; note: potency is the fitted concentration of half-maximal effect; % is set by controls: 0 for no effect and ±100 for the full control effect; nearly all actives have a fitted effect of over 55% in size
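Purified hPK-M2 (>95% pure) converted ADP (0.1 mM final) to ATP with 0.5 mM PEP in 50 mM imidazole pH7.2, KCl, MgCl2, Tween 20, BSA; 1 h at room temperature. ATP detected by Kinase-Glo luminescence.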
Menin MLL FP TR – inhibitors of human menin-MLL interaction, mutant MLL peptide; Potency, µM (titrated, usually from 61.6 µM), for inactives: top-dose FP activity change, negative = inhibition, most hits filed as inhibitors; 270,000 compounds, 0.23% hits; Menin + Texas Red MLL mutant peptide, fluorescence polarization; active = well fitted inhibition curve with a large enough effect in the polarisation, with a control signal flat, not every such curve was filed as active; inconclusive = small, poorly fitted or top-dose-only effect, or effect the other way, or a change in a side signal; inactive = no such curve, though single readings can be large or run the other way; the % refers to the polarisation; note: potency is the fitted concentration of half-maximal effect; % of control where 0% means no effect; many of its hits are not listed in these tables
Target sequence (O00255 whole entry, looked up): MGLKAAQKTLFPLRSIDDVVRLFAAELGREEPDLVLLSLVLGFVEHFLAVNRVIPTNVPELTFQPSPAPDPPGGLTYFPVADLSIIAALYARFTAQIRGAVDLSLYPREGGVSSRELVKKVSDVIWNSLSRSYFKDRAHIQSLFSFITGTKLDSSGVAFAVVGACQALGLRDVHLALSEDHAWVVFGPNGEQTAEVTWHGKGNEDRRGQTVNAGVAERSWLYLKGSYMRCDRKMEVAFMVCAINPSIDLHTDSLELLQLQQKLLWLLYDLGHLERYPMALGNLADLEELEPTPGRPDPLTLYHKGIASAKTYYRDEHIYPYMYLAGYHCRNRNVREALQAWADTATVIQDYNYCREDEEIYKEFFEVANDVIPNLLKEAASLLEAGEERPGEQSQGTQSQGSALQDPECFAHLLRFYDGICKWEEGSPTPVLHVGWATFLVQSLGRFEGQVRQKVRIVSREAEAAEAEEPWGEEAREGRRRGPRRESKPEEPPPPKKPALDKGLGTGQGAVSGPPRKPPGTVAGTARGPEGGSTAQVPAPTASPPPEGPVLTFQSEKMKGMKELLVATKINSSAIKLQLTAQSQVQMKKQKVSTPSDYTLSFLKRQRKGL
KCNH2 WT inh – KCNH2 (human, wildtype) channel inhibition. AID 720551. U2OS, BacMam KCNH2, thallium flux FluxOr; active compounds read low. activity change, % at 1.84 µM. 340,000 compounds, 0.37% hits;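 active = maximum activity change below -70%; inconclusive = maximum activity change between -70% and -50%; inactive = maximum activity change above -50%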; note: % is set by controls: 0 for no effect and ±100 for the full control effect
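U2OS cells were transduced with wild-type KCNH2 virus (2.03 x 10^8 / mL) for 4 h at room temperature, then cultured overnight at 37 C. Thallium flux was read with FluxOr dye. Rate constants were normalized to DMSO controls.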
TRPV1 agonist – activates the human vanilloid receptor TRPV1 | Q8NER1 | TRPV1-expressing cells, Fluo-8 calcium influx, agonist mode | activation, % at 8.33 µM | 320,000 compounds, 0.19% hits | AID 540275; in the data active = activation above about 80%; inconclusive = between about 30% and that limit; note: 0% is about no effect
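TRPV1-expressing cells were cultured overnight at 35.5C and loaded with Fluo-8 calcium dye for 40 to 90 min at room temperature. After a 10 s baseline, compound was added and calcium influx was read kinetically for 3 min (ex 480/em 520 nm).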
GALK inh – blocks human galactokinase activity | Purified GALK, Kinase-Glo residual ATP luminescence | 270,000 compounds, 0.007% hits | Potency, µM (titrated, usually from 57.5 µM), for the others: top-dose activity change, negative = inhibition, actives largely listed as inhibitors; note: potency is the fitted concentration of half-maximal effect; % is set by controls: 0 for no effect and ±100 for the full control effect
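The enzyme phosphorylates galactose (100 uM) using ATP (35 uM); inhibition is detected as higher residual ATP, quantified by bioluminescence after 1 h reaction at room temperature, pH 8.0.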
* hit, by the source's call; ? = inconclusive; / = no result given; & = joins results of further samples; [ ] = another dose, or the depositor's remark. Unless noted, calls come from the whole dose curve; as a rule, active = well fitted curve in the direction sought with a large enough effect; inconclusive = small, poorly fitted or top-dose-only effect, or another doubt; inactive = no such curve, though single readings can be large; an effect the other way counts as inactive or inconclusive.

SMILES | USP2a inh | MLL CXXC-DNA inh | FBPA coupling cs | B2AR arrestin | KCNH2 3.1 inh | Giardia kill | PKM2 activator | Menin MLL FP TR | KCNH2 WT inh | TRPV1 agonist | GALK inh
COc1ccccc1C(C(=O)NCc1ccc(F)cc1)N(C(=O)c1csnn1)C1CC1 (stereo not given) | 0% | 6% | 0 | -0.1% | -8 | 4 | / | -5% | 6 | 10 | -4%
COc1ccc(N2C(=O)CC(Sc3nnc(-c4ccccc4F)n3C)C2=O)cc1 (stereo not given) | 3% | -2% | 2 | 0.0% | -37 | 6 | ? | -7% | -5 | -2 | 5%
Cc1cc(C)nc(SCc2nnc(SCC(=O)N3CCCc4ccccc43)n2C)n1 | 0% | 5% | 3 | 0.6% | 0 | 6 | -2% | -4% | -3 | -3 | 0%
COC(=O)C1(C)NC(c2ccccc2OC)C2C(=O)N(c3ccccc3)C(=O)C21 (stereo not given) | -2% | 2% | 2 | -3.8% | 3 | 8 | 0%[11.5 µM] | -1% | 6 | -2 | -3%
CSc1ccc(CN(C)CC(=O)NCCc2ccccc2)cc1 | -2% | -2% | -2 | 0.4% | -5 | -18 | 1% | -14% | 19 | 2 | 12%
CCOc1ccc(CN(C)C(=O)c2cccc(S(=O)(=O)N3CCCC3)c2)cc1OC | 0% | / | / | -0.5% | 14 | 24 | / | / | 7 | -1 | /
COc1cc(CC(=O)OCC(=O)Nc2ccc(N(C)C)cc2)cc(OC)c1OC | 6% | / | / | -0.3% | -13 | 1 | / | / | 29 | / | /
CS(=O)(=O)Cc1nc2ccccc2oc1=O | -1% | 2% | -2 | 0.4% | ? | 10 | 6% | 0% | -3 | 0 | 2%
O=C(Nc1ccccc1C(=O)OCC(=O)c1c[nH]c2ccccc12)c1ccco1 | -6% | 18% | 3 | 0.5% | -1 | 6 | -9% | ? | -10 | 10 | 0%
CC1(C)CC(N2CCN(c3ccccc3)CC2)=CC(=[N+]2CCCC2)C1 | -1% | 1% | -2 | -0.3% | -24 | 3 | -5% | -8% | -11 | -1 | 0%
Cc1ccc(N2CCCC2=O)cc1S(=O)(=O)N1CCOCC1 | 0% | 9% | / | -0.1% | -3 | 9 | -10% | / | -9 | -2 | 5%
COc1cccc(CN2CCN(C(=O)c3ccc(-c4ccccc4)cc3)CC2)c1 | -1% | 5% | -1 | -0.2% | -13 | 8 | 10% | ? | -3 | ? | 0%
O=C1C(NS(=O)(=O)c2ccc(Br)cc2)=C(N2CCCCC2)C(=O)c2ccccc21 | -2% | 1% | -26 | -0.8% | -12 | 5 | / | ? | 13 | 10 | -2%
O=C1CCCN2N=C(SCC(=O)Nc3nc4ccccc4s3)SC2=N1 | -1% | ? | 1 | 0.2% | 11 | 9 | 1% | ? | / | 1 | 6%
O=C(COc1ccc(S(=O)(=O)N2CCOCC2)cc1)Nc1ccccc1Cl | 2% | 6% | 3 | -1.1% | 29 | -6 | 3% | 25% | 2 | 12 | 16%
Cc1cc(C(=O)NCCC2=CCCCC2)no1 | 0% | -2% | -3 | 0.1% | 12 | 18 | -12% | -7% | 1 | ? | 2%
CCOc1cc(NC(=O)C2CC2)c(OCC)cc1NC(=O)c1cc(OC)c(OC)c(OC)c1 | 1% | 15% | 2 | -0.3% | -9 | 1 | 2% | 2% | 2 | 0 | -2%
CCOC(=O)Cn1cnc2sc(C(=O)OC)c(C)c2c1=O | 0% | 1% | -19 | 0.2% | -6 | -27 | -6% | 2% | 5 | 3 | 7%
COC(=O)C1=C(C)NC(C)=C(C(=O)OC)C1C(=O)OC(C)C(=O)c1ccccc1 (stereo not given) | 0%&0% | 2% | 4 | -0.3%&-0.1% | 6&17 | 19&6 | 2% | 1% | -3&2 | 0&2 | 4%
O=C(CCC1CCN(C(=O)c2cc(C(F)(F)F)ccc2Cl)CC1)NC1CC1 | 2% | 45%[activator] | 0 | -0.3% | -115* | ? | 2%[0.46 µM] | 11% | 5 | 18 | -1%
CCCCn1c(C)csc1=Nc1cccnc1 | -1% | 1% | 3 | -0.1% | 6 | 4 | -6% | -10% | -9 | 13 | 1%
O=C(Nc1cc(S(=O)(=O)N2CCCCC2)ccc1N1CCOCC1)c1ccc(C(F)(F)F)cc1 | 1% | / | / | -2.6% | -3 | -8 | / | / | 3 | 1 | /
CC(=O)Oc1ccc(C(=O)[C@H]2[C@H]3C(=O)N(c4ccc5ccccc5c4)C(=O)[C@H]3[C@@H]3C=CC=NN32)cc1 | -6% | 18% | 1 | 0.0% | -22 | 17 | -7% | 16% | 4 | 1 | 0%
COc1ccc2oc(=O)cc(CN3CCOCC3)c2c1 | 5% | -11% | 0 | -0.8% | -6 | -2 | 1% | -15% | -7 | 2 | 2%

Given with two lines to a compound: part of the list above
Results follow in this order: USP2a inh, MLL CXXC-DNA inh, FBPA coupling cs, B2AR arrestin, KCNH2 3.1 inh, Giardia kill, PKM2 activator, Menin MLL FP TR, KCNH2 WT inh, TRPV1 agonist, GALK inh
- O=C1C(NS(=O)(=O)c2ccc(Br)cc2)=C(N2CCCCC2)C(=O)c2ccccc21
→ -2%, 1%, -26, -0.8%, -12, 5, /, ?, 13, 10, -2%
- O=C1CCCN2N=C(SCC(=O)Nc3nc4ccccc4s3)SC2=N1
→ -1%, ?, 1, 0.2%, 11, 9, 1%, ?, /, 1, 6%
- O=C(COc1ccc(S(=O)(=O)N2CCOCC2)cc1)Nc1ccccc1Cl
→ 2%, 6%, 3, -1.1%, 29, -6, 3%, 25%, 2, 12, 16%
- Cc1cc(C(=O)NCCC2=CCCCC2)no1
→ 0%, -2%, -3, 0.1%, 12, 18, -12%, -7%, 1, ?, 2%

Next part.
SMILES | USP2a inh | MLL CXXC-DNA inh | FBPA coupling cs | B2AR arrestin | KCNH2 3.1 inh | Giardia kill | PKM2 activator | Menin MLL FP TR | KCNH2 WT inh | TRPV1 agonist | GALK inh
Cc1ccc(C2C(C#N)=C(N)Oc3n[nH]c(-c4cccs4)c32)cc1 (stereo not given) | -3% | -8% | -5 | 0.4% | 4 | 1 | -9% | 24% | -4 | 1 | 0%
Nc1nccnc1C(=O)N/N=C/c1ccco1 | 6% | 3% | -1 | 0.2% | 4 | 3 | -35% | / | 3 | 0 | /
COc1cc(/C=C(/C#N)c2nc3ccccc3c(=O)[nH]2)ccc1O | 7% | 4% | 1 | 3.5% | -4 | 10 | -1% | 20% | -4 | 11 | 5%
O=C(CSc1ccc2ccccc2n1)Nc1nsc(-c2ccc(Cl)cc2)n1 | 3% | 14% | 5 | 0.1% | 2 | -24 | -2% | 1% | -7 | 1 | -1%
N#Cc1cccnc1N1CCN(C(=O)c2cccc3c2C(=O)c2ccc(-c4ccc(Cl)c(C(F)(F)F)c4)cc2S3(=O)=O)CC1 | -1% | / | / | 13% | -37 | -2 | / | / | -43 | / | /
O=C(O)C1c2ccccc2C(=O)N(Cc2ccc(F)cc2)C1c1ccncc1 (stereo not given) | 1% | -13% | 5 | 0.3% | 32 | -1 | -9% | / | -1 | 1 | 4%
CCOC(=O)c1sc(=S)n(CC)c1N | 4% | -7% | 2 | 0.0% | 3 | -6 | 9% | 14% | -5 | -1 | 7%
CSc1ccc(CCNC(=O)C2CCCN(S(=O)(=O)N3CCOCC3)C2)cc1 (stereo not given) | -1% | -12% | / | -0.3% | 10 | -8 | / | / | -31 | 6 | 5%
Cc1cccc(CSc2nc3c(c(=O)n2C)SCC3)c1 | -1% | 2% | -3 | -0.1% | -19 | -19 | 16µM* | -17% | 8 | -2 | 0%
NC(=O)c1cc(N)ccc1N1CCCCC1 | -1% | 9% | -2 | 0.1% | -15 | -10 | -10% | -12% | 3 | -5 | 0%
Cc1ccc(CN2CCS(=O)(=O)CC2)cc1 | 1% | -1% | 1 | 0.1% | -3 | -1 | -3% | 38%[activator] | -3 | -7 | 6%
CC(C)(Oc1ccc(Cl)cc1)C(=O)OCC(=O)N1CCCC1 | -1% | 0% | 0 | 0.5% | 4 | -26 | -1% | 11% | 9 | 21 | 4%
COc1ccccc1CCN1CCCC(CN(C)C(=O)c2ccoc2)C1 (stereo not given) | 2% | 5% | / | 0.5% | 0 | -13 | / | / | 6 | 6 | 7%
O=C(CSc1nc2ccccc2[nH]1)NCC1CCCO1 (stereo not given) | 0% | 10% | 4 | 0.1% | -15 | -11 | -10% | 1% | 2 | 12 | -2%
CCOC(=O)/C(=C/Nc1ccc(F)cc1)[N+](=O)[O-] | -1% | -5% | 1 | -1.1% | -12 | 5 | -6% | / | 3 | 0 | 3%

Source: PubChem BioAssay (National Center for Advancing Translational Sciences (NCATS))

These rows are one share of the data; the hit share may differ from the screen's.
